Screening results as filed in PubChem BioAssay.
Arrestin-AP2 inh = human beta-arrestin and AP2 interaction inhibition. FITC-arrestin peptide / GST-AP2 beads, flow cytometry; AP2 beta2 appendage carries R879A mutation. inhibition, % at 10 µM. hit rate 0.31% among 340,000;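 active means inhibition above a set limit, near 3 SD of compounds lacking own fluorescence, cut at about 54% in these data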;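 further: plate controls were DMSO wells for no effect and 5 µM unlabelled arrestin peptide for full effect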
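System: GST-AP2 R879A glutathione beads | Also added: FITC-arrestin peptide, 50 nM | Times: 12 min plus 1 h, RT | Signal: Bead flow cytometry, FITC channel | Buffer or medium: PBS with 0.05% Tween 20 and 0.1% BSA | Read-out basis: Percent drop in bead-associated FITC signal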
Keap1 Nrf2 FP = Keap1-Nrf2 (human) interaction inhibition | Q14145 | AID 504523 | Keap1 Kelch-Nrf2 peptide fluorescence polarization, 1536-well | hit rate 0.15% among 340,000 | inhibition, % at 9.4 µM; in the data active means inhibition above about 12%; inconclusive means no clear call, values can overlap the other calls; inactive means below about 7.3%;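 further: human Keap1 Kelch domain with fluorescein labeled Nrf2 9mer peptide probe; 0% = neutral control wells and 100% = peptide positive control; higher means more block of Keap1 binding to Nrf2 peptide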
Target sequence (Q14145 whole entry, looked up, the tested form may be a part): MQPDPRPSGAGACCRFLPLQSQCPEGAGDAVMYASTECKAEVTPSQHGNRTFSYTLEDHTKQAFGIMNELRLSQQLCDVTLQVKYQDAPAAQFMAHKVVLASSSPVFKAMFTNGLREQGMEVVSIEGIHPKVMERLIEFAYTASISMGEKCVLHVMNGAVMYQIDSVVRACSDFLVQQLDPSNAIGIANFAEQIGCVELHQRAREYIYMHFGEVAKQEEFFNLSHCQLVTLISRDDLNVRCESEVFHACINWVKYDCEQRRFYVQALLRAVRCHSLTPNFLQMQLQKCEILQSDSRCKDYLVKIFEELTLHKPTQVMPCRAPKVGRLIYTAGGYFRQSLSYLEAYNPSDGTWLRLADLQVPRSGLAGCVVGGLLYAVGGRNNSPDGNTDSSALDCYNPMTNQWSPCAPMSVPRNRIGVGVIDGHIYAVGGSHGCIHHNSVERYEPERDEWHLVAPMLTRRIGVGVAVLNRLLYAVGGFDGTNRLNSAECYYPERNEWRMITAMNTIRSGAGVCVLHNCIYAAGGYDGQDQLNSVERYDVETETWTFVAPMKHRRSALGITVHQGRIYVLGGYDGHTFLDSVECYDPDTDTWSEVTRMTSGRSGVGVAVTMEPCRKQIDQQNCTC
RTF Ca sens inh = cardiac RTF calcium desensitization; P19429+P45379; IANBD-labeled cardiac RTF, Ca2+ fluorescence; inhibition, % at 7.15 µM; hit rate 0.12% among 340,000; AID 493244;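 active means inhibition above the mean inhibition of all tested compounds plus 3 SD, cut at about 17% in these data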;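 further: assay run at fixed EC70 calcium of 1.6 mM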
V-ATPase pHluor = yeast V-ATPase proton transport regulation by pHLuorin. AID 504577. hit rate 0.37% among 350,000. response, % at 10 µM. S. cerevisiae, pHLuorin cytosolic pH fluorescence; in the data active means response mostly above about 7.3%, no sharp cut-off; inactive means mostly below about 5.4%; further: actives read high; inactives centre near 0; some compounds called inactive have numbers as strong as hits
CAL PDZ FP-1 = CAL PDZ (human) peptide binding inhibition; Q9HD26; purified CAL PDZ, TMR-peptide fluorescence polarization, 1 h; inhibition, % at 24.9 µM; hit rate 0.92% among 300,000; AID 602252;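 active means mean inhibition of at least 30% with at least half of replicates also reaching 30%; inconclusive means no clear call, values can overlap the other calls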;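 further: 0% = DMSO neutral control and 100% = excess unlabeled competitor peptide PRC23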
CAL PDZ FP-2 = inhibitors of human CAL PDZ peptide binding | purified CAL PDZ, TMR-peptide fluorescence polarization, 1 h | inhibition, % at 20 µM | hit rate 0.02% among 330,000 | AID 504414;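 active means highest replicate inhibition of at least 40%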;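 further: plate controls were DMSO neutral control wells for no effect and unlabeled competitor peptide control wells for full effect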
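Material – purified CerCALP PDZ construct · Detection – FP readout, S and P plane fluorescence · Measure – percent inhibition from loss of millipolarization · Controls – unlabelled peptide for full inhibition, DMSO wells as neutral · Probe or stimulus – TMR-labelled reporter peptide T*-PRC34 bound in PDZ groove · Times – 1 h at RT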
DAGLB inhibitor = blocks human DAGLB lipase activity. HEK293T DAGLB membrane lysate, EnzChek fluorogenic substrate. hit rate 0.059% among 340,000. Q8NCG7. inhibition, % at 5.17 µM; in the data active means inhibition above about 34%;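 further: 0% = enzyme with vehicle and 100% = wells lacking enzyme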
NSD2 inh = blocks human histone methyltransferase NSD2 | O96028 | NSD2 peptide methylation, AlphaScreen, 120 min | inhibition, % at 12.5 µM | hit rate 0.54% among 310,000 | AID 743445; in the data active means inhibition above about 50%
C-LANA FP = inhibitors of KSHV LANA C-terminal domain DNA binding. MBP-C-LANA/FAM-LBS DNA binding, fluorescence polarization. inhibition, % at 9 µM. hit rate 0.078% among 340,000;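 active means highest replicate inhibition at or above 60% at 9 µM, even if other replicates fall short; inactive means all replicates below 60% inhibition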;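 further: 0% = neutral control wells and 100% = 4 µM acridine orange control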
DSG3 Ab inh = inhibitors of pemphigus antibody binding to human desmoglein-3; AID 588358; DSG3-coupled beads, scFv-anti-DSG3-GFP binding, flow cytometry; active compounds read low; hit rate 0.48% among 310,000; binding (percent of control), % at 10 µM; P32926;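 active means binding more than 3 SD below its plate's average and above zero; inconclusive means below that plate limit but binding exactly zero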;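 further: hits lower antibody fragment binding to DSG3; some compounds called inactive have numbers as strong as hits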
Starred values were filed as active, the others as inactive; ? = inconclusive; . = no result given.

nr	SMILES	Arrestin-AP2 inh	Keap1 Nrf2 FP	RTF Ca sens inh	V-ATPase pHluor	CAL PDZ FP-1	CAL PDZ FP-2	DAGLB inhibitor	NSD2 inh	C-LANA FP	DSG3 Ab inh
1	Cc1ccccc1Oc1nc2ccccn2c(=O)c1/C=C(\C#N)C(=O)Nc1c(C)n(C)n(-c2ccccc2)c1=O	-3	-6	-5	2	-7	-1.4	3	5	-1.2	.
2	O=C(COc1ccc(C(=S)N2CCOCC2)cc1)Nc1ccccc1C(F)(F)F	21	-8	-7	0	-2	-1.3	-1	3	-1.2	95
3	Cc1ccccc1-c1noc(CCC(=O)NCCc2ccccc2)n1	-12	-9	-4	4	1	0.0	-5	-1	-1.6	102
4	Cc1ccc(OCCC(=O)Nc2ccc(S(=O)(=O)Nc3nccs3)cc2)cc1	40	2	-5	1	.	-0.1	-3	-1	0.5	101
5	O=C(CCCSc1nc2ccccc2s1)Nc1nccs1	-26	2	-13	0	-11	.	-3	.	-0.2	.
6	COc1ccccc1CN1CC(C(=O)NCc2cccc(C)n2)CCC1=O (stereo not given)	-8	-2	-1	4	1	-0.6	1	-2	0.5	99
7	COc1ccccc1N(CC(=O)NCCSCc1ccc(Cl)cc1)S(C)(=O)=O	14	-5	-3	-4	-4	-0.9	-1	-2	-0.2	112
8	CC1CCCCN1C(=O)COc1ccc(F)cc1 (stereo not given)	16	1	-8	-2	44*	-1.1	0	1	0.1	89
9	O=P(C(=NCCO)NO)(N1CCOCC1)N1CCOCC1	19	-1	-15	0	-3	.	-1	-7	1.2	93
10	CCSc1nc2ccccc2n1C(=O)c1ccc(S(=O)(=O)N2CCCCC2)cc1	-14	0	-5	0	3	-0.6	-2	-1	-1.3	96
11	Cc1ccc(S(=O)(=O)N2CCCCC2)cc1NC(=O)Cn1ncc(Cl)c(Cl)c1=O	25	-1	-16	-3	2	-3.7	3	3	-0.5	.
12	CCN1CCN(C(=O)Cn2c(=O)sc3ccccc32)CC1	3	2	-5	-1	-3	0.2	2	.	-1.2	106
13	Oc1cc2c(cc1O)[C@@H](c1ccccc1)CNCC2	8	-5	-6	1	-4	0.4	2	.	-0.3	106
14	COc1ccc(-n2c(=O)/c(=C\c3cccs3)s/c2=C(/C#N)C(=O)NCCN2CCOCC2)cc1	-10	-7	-7	0	7	-1.2	0	-5	2.6	.
15	COc1cc2c(cc1OC)C(c1ccccc1)N(S(C)(=O)=O)CC2 (stereo not given)	-18	4	4	-1	-2	-3.6	-1	3	2.3	96
16	O=C(Nc1ccc2c(c1)OCCO2)C1CCCN(S(=O)(=O)Cc2ccccc2)C1 (stereo not given)	6	6	-16	0	2	-2.5	-2	4	-1.3	101
17	CCC(C)(C)NC(=O)C(c1ccccn1)N(C(=O)c1csnn1)c1ccc(C)c(C)c1 (stereo not given)	20	-2	-11	5	0	-4.0	-1	-3	0.7	101
18	CCOC(=O)c1c[nH]c2c(C)ccc(Cl)c2c1=O	4	-4	9	-1	-3	.	-4	-1	-1.5	104
19	O=C(NCCOc1ccccc1F)C1CCC(=O)N(CCc2cccc(F)c2)C1 (stereo not given)	28	-2	-2	-4	-2	-1.8	0	-3	-0.3	91
20	CCn1c(SCC(=O)N(C)C2CCS(=O)(=O)C2)nnc1-c1cccs1 (stereo not given)	32	-1	4	3	1	-0.2	0	-2	0.4	91
21	CCOC(=O)N1CCN(CC(=O)c2ccc(O)c(C)c2O)CC1	-9	-5	2	1	-1	-1.3	1	3	0.0	94
22	O=S(=O)(Nc1cccc(S(=O)(=O)N2CCOCC2)c1)c1ccc(Cl)s1	24	-1	5	-1	-2	0.2	0	-1	-0.1	103
23	COC(=O)c1sccc1NC(=O)/C=C/c1ccc(Cl)cc1	2	-4	-5	1	-1	0.4	-5	-2	-1.7	103
24	CCOC(=O)C1CCN(c2ccccc2CN2CCN(c3ccccc3OCC)CC2)CC1	-16	0	0	2	-1	-1.3	-13	2	3.4	95
25	CCN1CCN(c2ccc(S(=O)(=O)N3CCCCC3)cc2NC(=O)Cc2ccccc2F)CC1	19	-1	-3	2	-2	-2.5	0	4	-0.8	100
26	Cc1ccc(Cl)cc1N1CCN(C(=O)c2cc3c(=O)n(C)c4ccccc4c3n2C)CC1	-2	0	3	-2	.	-1.1	1	.	0.5	100
27	COc1ccc(C(=O)NCc2cn3cccc(C)c3n2)cc1OC	-6	-1	5	-18	.	-1.0	0	.	-0.2	72
28	Cc1onc(-c2ccccc2)c1C(=O)OCCOc1cccc(Cl)c1	5	1	-6	-4	1	-1.0	-11	-6	1.3	105
29	Cc1cc(C)cc(N=C(NO)c2cccc([N+](=O)[O-])c2)c1	15	1	-6	1	3	-2.3	-4	1	1.2	.
30	Cc1ccccc1N1C(=O)C2ON(c3ccccc3)C(c3ccncc3)C2C1=O (stereo not given)	5	1	0	2	-3	-1.2	1	0	-0.2	98
31	O=C(Nc1ccc(F)cc1)NC1CCCc2ccccc21 (stereo not given)	-13	1	-6	0	-3	-2.7	-4	-6	-0.5	114
32	CCC(C)(C)NC(=O)/C=C/c1ccccc1[N+](=O)[O-]	-14	-2	-10	-1	-1	-0.4	-3	.	-0.7	101
33	O=C(COc1coc(CN2CCc3ccccc3C2)cc1=O)Nc1ccc(F)cc1	-12	-4	4	-1	-5	0.2	1	14	-3.0	107
34	CCCCn1c(=O)[nH]c(=O)c2c1ncn2Cc1ccco1	4	-3	-5	-2	.	-0.5	1	0	0.0	103
35	COC(=O)c1ccc(N2CCN(C)CC2)c(NC(=O)c2ccc(-c3ccc(Cl)cc3)o2)c1	-10	-3	-1	-1	-1	-2.1	-1	.	-0.5	111
36	C/C(CC1CC(COCC(C)C)OC1=O)=N\Nc1nc(-c2ccccc2)cs1 (stereo not given)	7	1	-7	-5	0	.	3	2	-2.3	97
37	CCn1c(C)cc(/C=C2\NC(=O)N(CC(=O)Nc3cccc(C)c3)C2=O)c1C	17	-2	-1	-5	-2	0.2	2	.	-0.8	96
38	COC(=O)c1ccc(OC)c(CSc2nnc(COc3ccccc3)o2)c1	10	-4	-6	-1	-4	-0.4	-5	-5	1.2	97
39	CCN1CCN(c2ccc(S(=O)(=O)N3CCCCC3)cc2NC(=O)c2cccc(C(F)(F)F)c2)CC1	22	-3	2	1	.	-0.3	1	4	-0.4	98
40	O=C(CCN1C(=O)/C(=C/c2ccccc2Cl)SC1=S)NCCc1ccc(O)cc1	-11	-4	-6	0	-1	-1.9	-8	5	-0.1	101
41	CCNC(=O)Cc1c(OC)ccc2cc(Br)ccc12	-6	-2	-6	0	-6	-2.0	0	1	0.0	97
42	COc1ccc(NC(=O)CN2CCN(S(=O)(=O)c3cccs3)CC2)cc1Cl	-9	-7	-7	-2	-2	-2.9	-4	0	-0.9	105
43	O=C1C(=O)N(CCN2CCOCC2)C(c2ccccn2)/C1=C(/O)c1ccccc1 (stereo not given)	6	-1	-5	2	.	-0.5	0	10	4.4	96
44	Cc1nn(C(C)C)c(C)c1CN1CCN(Cc2ccsc2)C(CCO)C1 (stereo not given)	15	0	2	.	-2	-1.8	-2	1	0.7	100
45	Cc1ccc2nc(SCCC(=O)O)cc(C)c2c1	16	-5	5	-2	0	0.2	-2	9	-2.0	104
46	COc1ccc(NS(=O)(=O)c2cc(N=Nc3c(O)[nH]c(=O)[nH]c3=O)ccc2OC)cc1Br	.	.	.	-1	.	.	1	5	.	97
47	CCn1c(CNc2ccccc2Cl)nnc1SCC(=O)OC1CCCCC1	9	2	4	2	-3	-1.0	-10	.	-0.7	103
48	Cc1ccc(S(=O)(=O)N2CCN(CC(=O)N/N=C/c3ccc(C)o3)CC2)cc1	6	-3	-9	0	-15	0.5	5	4	-0.7	.
49	Cc1ccc2cc(C(c3nnnn3C3CCCC3)N(Cc3ccco3)Cc3cccs3)c(=O)[nH]c2c1 (stereo not given)	12	-6	-5	3	-4	-1.1	-1	-1	0.3	100
50	COC(=O)c1ccc(CSc2nnc(-c3ccccc3)n2C)o1	20	3	4	-3	.	-0.1	0	3	-0.6	100
51	COc1ccc(NS(=O)(=O)c2cn(C)cn2)c(OC)c1	15	3	-2	-6	8	-2.3	-2	3	-2.4	94
52	FC(F)(F)c1cc(-c2ccco2)nc(NCc2cccnc2)n1	-1	-10	-5	1	0	-1.0	1	0	0.4	110
53	Cc1cc(C)c2cc(C(=O)Nc3ccc(C)c(F)c3)[nH]c2c1	33	-5	-5	1	6	0.1	-6	0	4.0	109
54	Cc1cc(C)cc(Oc2nc(-c3ccccc3)cc(C)c2S(C)(=O)=O)c1	26	2	-4	-2	-6	0.9	-10	1	0.4	94
55	Cc1cc(NC(=O)c2ccccc2F)n(-c2nc3ccccc3[nH]2)n1	20	-1	6	-5	-2	-0.7	-12	-4	0.4	103
56	Cc1ccc(N=Cc2cc3c(cc2O)OC(N)=C(C#N)C3c2ccccc2)cc1 (stereo not given)	-13	-6	-1	-3	-5	-4.8	7	-1	5.0	126
57	O=C(/C=C/c1ccccc1)Oc1ccccc1C(=S)N1CCOCC1	-6	-1	2	1	-5	-0.7	-3	3	1.6	100
58	CCOC(=O)C1=C(N)Oc2cc(O)ccc2C1c1cccnc1 (stereo not given)	8	?	3	1	0	-1.9	4	1	2.7	104
59	Cc1ccc2[nH]c(C(=O)N3CCCCC3)cc2c1	-2	-3	-2	-4	-3	0.2	-1	-1	-0.7	119
60	CCOC(=O)CC(NC(=O)c1cc2cccc(OC)c2oc1=O)c1cccc([N+](=O)[O-])c1 (stereo not given)	1	-5	-10	-2	-1	0.0	2	2	-3.8	104

Continuation:
nr	SMILES	Arrestin-AP2 inh	Keap1 Nrf2 FP	RTF Ca sens inh	V-ATPase pHluor	CAL PDZ FP-1	CAL PDZ FP-2	DAGLB inhibitor	NSD2 inh	C-LANA FP	DSG3 Ab inh
61	Cc1cc2ccccn2c1C(=O)Nc1ccc(Cl)cc1	-28	0	-6	-1	.	0.1	0	-3	-0.4	98
62	O=C(c1ccccc1-c1ncc[nH]1)N1CCc2c([nH]c3ccccc23)C1c1ccccn1 (stereo not given)	42	-1	.	-4	5	-1.1	.	10	-1.2	89
63	Cc1ccc(Cn2c(C)nc3ccc([N+](=O)[O-])cc3c2=O)cc1	-7	-2	-2	0	-1	0.9	1	1	0.0	105
64	Cc1nccn1CCCNC(=O)c1nc(Cn2cc([N+](=O)[O-])cn2)no1	19	-2	-7	4	3	-2.9	-1	.	-0.3	94
65	Cc1cc(C)c2c(NC(=S)NC(=O)c3ccccc3)nn(C)c2n1	16	-5	-5	-1	-4	-1.7	2	.	0.2	102
66	CCn1nnnc1NC(=O)c1cccc(OC)c1	8	-5	-3	2	2	-0.7	1	.	-1.4	105

This is a subset; count on the stated rates, not on these rows.
